RAD52 anneal inh – RAD52 DNA annealing inhibitors, primary screen, biochemical, FRET, single point, set 2; actives 0.46% (n = 360,000); inhibition, % at 18.7 µM; DNA repair protein RAD52 homolog (Homo sapiens), P43351; AID 651710, 2012; recombinant RAD52 DNA annealing, FRET fluorescence;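 active means every replicate showing at least 50% inhibition; inconclusive means mean inhibition at least 50% but not in every replicate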
PglD inh – C. jejuni PglD acetyltransferase inhibitors, primary screen, biochemical, DTNB colorimetric, single point; actives 0.098% (n = 360,000); AID 602405, 2012; purified PglD enzyme, DTNB colorimetric CoA detection; inhibition, % at 12.5 µM; in the data active means inhibition above about 16%, passing the limit was not always enough; inconclusive means no clear call, values can overlap the other calls; further: strong numbers were not always called active
ERAP1 inh – human ERAP1 aminopeptidase inhibitors, primary screen, biochemical, single point, plate reader. Endoplasmic reticulum aminopeptidase 1 (Homo sapiens), Q9NZ08. recombinant ERAP1, Leu-AMC fluorescence, 60 min. inhibition, % at 10.7 µM. actives 0.15% (n = 340,000);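 active means mean replicate inhibition of at least 30%, or all replicates individually reaching that 30% level; inactive means mean below 30% and not every replicate reaching it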;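 further: 0% = neutral control wells and 100% = L-leucinethiol positive control wells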
Target sequence (Q9NZ08 whole entry, looked up): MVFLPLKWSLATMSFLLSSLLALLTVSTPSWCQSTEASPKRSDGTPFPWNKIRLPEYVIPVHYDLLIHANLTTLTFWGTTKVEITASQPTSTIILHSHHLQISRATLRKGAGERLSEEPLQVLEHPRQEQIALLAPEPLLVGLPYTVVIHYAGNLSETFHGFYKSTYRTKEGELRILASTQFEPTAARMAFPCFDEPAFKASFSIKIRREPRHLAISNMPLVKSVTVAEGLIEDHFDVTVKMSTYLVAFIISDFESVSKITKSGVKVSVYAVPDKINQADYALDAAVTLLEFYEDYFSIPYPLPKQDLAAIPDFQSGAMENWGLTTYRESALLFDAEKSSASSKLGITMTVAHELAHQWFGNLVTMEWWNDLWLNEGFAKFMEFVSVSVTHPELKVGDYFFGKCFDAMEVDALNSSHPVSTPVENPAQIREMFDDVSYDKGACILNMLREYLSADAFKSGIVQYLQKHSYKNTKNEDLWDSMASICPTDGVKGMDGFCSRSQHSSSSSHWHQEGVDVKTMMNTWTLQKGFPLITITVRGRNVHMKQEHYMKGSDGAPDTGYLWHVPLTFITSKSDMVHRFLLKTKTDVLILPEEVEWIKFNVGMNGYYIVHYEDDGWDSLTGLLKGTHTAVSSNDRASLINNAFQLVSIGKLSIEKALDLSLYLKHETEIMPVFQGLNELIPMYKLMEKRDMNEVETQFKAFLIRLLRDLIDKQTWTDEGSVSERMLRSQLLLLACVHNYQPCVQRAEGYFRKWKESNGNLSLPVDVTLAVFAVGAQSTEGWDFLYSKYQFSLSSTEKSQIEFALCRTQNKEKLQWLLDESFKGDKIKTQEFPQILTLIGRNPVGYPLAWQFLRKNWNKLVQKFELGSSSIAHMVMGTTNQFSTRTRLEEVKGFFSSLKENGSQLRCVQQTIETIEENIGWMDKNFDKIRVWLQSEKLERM
PGC1a acetyl inh – inhibitors of PGC1a acetylation signal, primary screen, cell-based, U2OS, AlphaScreen, inhibitor mode; inhibition, % at 15.6 µM; AID 651687, 2012; actives 0.17% (n = 350,000); AlphaScreen anti-acetyl-lysine; with virally co-expressed GCN5 acetyltransferase;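 active means every replicate shows inhibition of at least 40%; inconclusive means mean inhibition at least 40% but some replicate below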;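 further: 0% = neutral control wells and 100% = positive control wells; some results beyond the cut were filed as inactive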
miR-122 sensor – miR-122 Renilla sensor signal increase in Huh7, primary screen, miR-122 inhibitor project, cell-based, single point, plate reader. Huh7 miR-122 Renilla luciferase sensor, 48 h; neutral wells = 0, positive control = 100. actives 0.3% (n = 340,000). activation (reporter increase), % at 12.5 µM;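 active means mean replicate activation score at least 90 and every replicate individually at or above 90; inconclusive means only one of the two criteria met; inactive means neither criterion met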;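 further: higher luciferase means less miR-122 activity so hits act as miR-122 inhibitors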
Cneo AK release – Cryptococcus neoformans cell lysis inducers, primary screen, AK release luminescence, single concentration | C. neoformans lysis, adenylate kinase release luminescence, 4 h; normalised: neutral wells 0, clomiphene wells 100 | lysis activity, % at 15 µM | actives 0.2% (n = 360,000) | AID 651654, 2012;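 active means mean lysis activity across replicates of at least 80%, whatever share of replicates individually reach that level; inactive means mean lysis activity below 80%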
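Material: C. neoformans cells | Amount: Yeast cell density of 5 × 10^6 cells/mL | Medium: Fresh YPD growth medium | Dosing: Single dose | Times: Static 4 h at 37 °C with compound, 1 h detection | Detection: AK luminescence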
E-selectin induc – E-selectin induction in HUVECs, primary screen, imaging, HUVEC, immunofluorescence imaging, single point; P16581; normalized: neutral wells 0, TNF-alpha wells 100; activation, % at 7.58 µM; actives 0.37% (n = 260,000); AID 686992, 2013;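 active means mean E-selectin-positive cell signal at least 10% of the positive control, reached in at least 60% of replicates, without over 20% cell loss; inconclusive means no rule given, readout overlaps actives, possibly toxicity-flagged; inactive means the rest, including those meeting only one limit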;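 further: in these data hits start at about 27%; measured in HUVEC primary endothelial cells; signal is the percent of cells scored E-selectin positive by PE staining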
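Test system: HUVEC | Signal: Immunofluorescence imaging | Read-out: Percent E-selectin-positive cells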
RAD54 branch – inhibitors of human RAD54 branch migration, primary screen, biochemical, fluorescence, single point | RAD54 Holliday junction branch migration, FAM/BHQ fluorescence | actives 0.14% (n = 360,000) | DNA repair and recombination protein RAD54-like (Homo sapiens), Q92698 | inhibition, % at 10.4 µM | AID 602329, 2012;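 active means mean normalized replicate activity at least 40 and at least half of replicates scoring 40 or more; inconclusive means only one of the two criteria met; inactive means mean below 40 and under half of replicates reaching 40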;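 further: 0% = median of neutral control wells and 100% = median of positive control wells; inhibitors cause a drop in the FAM fluorescence signal; in these data hits start at about 50%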
* = called active by the depositor; ? = inconclusive; . = not tested or not shown; & = joins results of further samples; [ ] = dose if it differs, or a comment. Not a hit list; about 1.4% have a hit in one of these screens.

Second line of a record: RAD52 anneal inh	PglD inh	ERAP1 inh	PGC1a acetyl inh	miR-122 sensor	Cneo AK release	E-selectin induc	RAD54 branch
1	C[C@H](CO)N1C[C@H](C)[C@H](CN(C)Cc2ccccc2C(=O)O)Oc2ncc(C#CC3CC3)cc2C1=O
 : -8	1	0	1	18[16.7 µM]	12	-0.3	3
2	C[C@H]1CN([C@@H](C)CO)C(=O)c2cc(NC(=O)CCC(F)(F)F)ccc2O[C@H]1CN(C)CC1CC1
 : 1	-2	-2	.	1[16.7 µM]	-7	0.7	-6
3	C[C@H](CO)N1C[C@H](C)[C@H](CN(C)C(=O)Nc2ccccc2)Oc2cc(C#Cc3ccccc3)ccc2S1(=O)=O
 : 7	0	1	-20	6[16.7 µM]	-3	-0.2	-10
4	CCOC(=O)C1CCCN(C(=O)Cn2cnc3sc(C)c(S(=O)(=O)N4CCOCC4)c3c2=O)C1 (stereo not drawn)
 : -25	-1	-1	-4	-2	-1	.	-14
5	CCOC(=O)C1(C)CCN1C(=O)c1cccc2ccccc12 (stereo not drawn)
 : -19	2	-4	-2	-3	-1	0.1	3
6	CCCNC(=O)C1(C)CCN(Cc2ccc(C)c3ccccc23)C1 (stereo not drawn)
 : -11	9	0	-8	6	-2	-0.1	1
7	CCn1c(SCC(=O)Nc2ccccc2N2CCOCC2)nnc1-c1ccccc1
 : .	2	.	16	-3	-1	.	0
8	C=CCN1C(=O)C(CC(=O)O)SC1=Nc1c(C)n(C)n(-c2ccccc2)c1=O (stereo not drawn)
 : .	1	.	-5	4	2	.	0
9	COc1ccc(Cc2c(-c3cccc(Br)c3)nc3ccc(Cl)cn23)c(C)c1
 : -49	1	-1	4	3	-1	0.4	-2
10	O=C1CN(Cc2ccccc2)C[C@@H]2[C@@H](c3ccc(Br)cc3)[C@H](CO)N12
 : -5	.	1	5	.	.	-0.2	.
11	Cc1noc(C)c1NC(=O)Nc1ccc2c(c1)C(=O)N([C@H](C)CO)C[C@H](C)[C@H](CN(C)S(=O)(=O)c1cn(C)cn1)OCCCC[C@H](C)O2
 : 2	3	2	-8	9[16.7 µM]	-2	-0.2	0
12	CSc1ccccc1NC(=O)C1=COCCO1
 : -9	-4	-3	.	-1	2	-0.1	-11
13	CSCCC(NS(=O)(=O)c1ccc(C)cc1)C(=O)N1CCN(C(c2ccccc2)c2ccccc2)CC1 (stereo not drawn)
 : -33	.	0	10	-9	.	1.7	.
14	C[C@H](CO)N1C[C@H](C)[C@H](CN(C)CC2CCCCC2)OCCCC[C@H](C)Oc2ccc(NC(=O)CCC(F)(F)F)cc2C1=O
 : .	-1	.	-12	-9[16.7 µM]	4	2.6	-11
15	Cc1ccc(S(=O)(=O)NCC[C@H]2CC[C@H](NC(=O)c3cnccn3)[C@@H](CO)O2)cc1
 : -7	4	-3	5	28[16.7 µM]	-1	-2.2	-6

Next records.
Second line of a record: RAD52 anneal inh	PglD inh	ERAP1 inh	PGC1a acetyl inh	miR-122 sensor	Cneo AK release	E-selectin induc	RAD54 branch
16	COc1ccc(CN(CC(=O)NCCc2ccccc2)C(=O)CCC(=O)Nc2ccccn2)cc1
 : -2	-2	1	-6	-4	1	.	-2
17	Clc1nc(Cl)c2ncn(-c3ccccc3)c2n1
 : -43	2	1	-7	-4	-2	0.2	7
18	CC(C)Oc1ccccc1/C=N/NC(=O)c1ccc(F)cc1
 : .	1	.	5	-1	2	.	2
19	O=S(=O)(Nc1ccc(Oc2ncccn2)c(Cl)c1)c1ccc(F)cc1
 : .	-5	.	-3	9	-2	.	2
20	CC(C)OC(=O)N(C)C[C@@H]1OCc2cn(nn2)CCCC(=O)N([C@H](C)CO)C[C@H]1C
 : 1&-2	1&4	1&-1	5&0	-1	1&1	.	-7&3
21	Cc1ccc(NC(=O)CCc2ccccc2)cc1S(=O)(=O)N1CCOCC1
 : -8	-3	1	-4	.	-1	.	-4
22	COc1ccc(OC)c(-c2nc(C(N)=O)c3[nH]c(=O)n(-c4ccc(F)cc4)c3n2)c1
 : -6	.	5	-9	1	0	-0.2	6
23	COc1cccc(S(=O)(=O)N2CC[C@@H]3[C@H](CO)Nc4ccc(Br)cc4[C@@H]32)c1
 : .	0	.	13	3[16.7 µM]	-22	-0.4	3
24	CC(C)C(NC(=O)CSc1ccc(Cl)cc1)C(C)C
 : -16	-1	-3	-5	-3	1	.	9
25	CN(C(=O)COC(=O)COc1ccc2ccccc2c1)c1ccccc1
 : -7	4	1	-4	-3	0	4.0	3
26	COc1ccc(-c2c(NCCc3ccccc3)c(=O)c2=O)cc1
 : -2	-3	-4	-4	-1	-3	.	-9
27	O=C(CSc1ccc2nnc(-c3ccc(F)cc3)n2n1)N1CCOCC1
 : 4	-2	5	-6	6	-1	-0.7	-5
28	C[C@@H]1CN([C@@H](C)CO)C(=O)Cc2cc(NC(=O)NC3CCCCC3)ccc2O[C@@H]1CN(C)Cc1ccc(Oc2ccccc2)cc1
 : -16	-2	4	-6	-7[16.7 µM]	-2	0.2	0
29	O=C(c1ccccc1)N1N=C(C(F)(F)F)CC1(O)c1ccccc1O (stereo not drawn)
 : 0	-6	-1	3	-5	0	-0.1	-3
30	COc1ccccc1-c1ccc([C@@H]2[C@@H](CO)N(C(=O)C3CCC3)[C@H]2C#N)cc1
 : 3	-8	1	9	.	1	0.1	2

The last two compounds of the section before lead into the next:
Second line of a record: RAD52 anneal inh	PglD inh	ERAP1 inh	PGC1a acetyl inh	miR-122 sensor	Cneo AK release	E-selectin induc	RAD54 branch
29	O=C(c1ccccc1)N1N=C(C(F)(F)F)CC1(O)c1ccccc1O (stereo not drawn)
 : 0	-6	-1	3	-5	0	-0.1	-3
30	COc1ccccc1-c1ccc([C@@H]2[C@@H](CO)N(C(=O)C3CCC3)[C@H]2C#N)cc1
 : 3	-8	1	9	.	1	0.1	2
31	CCCCCCOC(=O)Nc1ccc(S(=O)(=O)Nc2cccc([N+](=O)[O-])c2)cc1
 : 0	-2	2	-2	12	1	1.6	-14
32	Cc1cc(=O)oc2cc3c(cc12)OCO3
 : -11	3	-15	1	-3	0	0.1	-1
33	CCC(=O)N(C)C[C@@H]1Oc2cc(C#CC(C)C)ccc2S(=O)(=O)N([C@@H](C)CO)C[C@@H]1C
 : -7	-1	1	-9	-6[16.7 µM]	-6	0.4	-9
34	CC(C)(C)C(=O)N1CCN(S(=O)(=O)c2ccc3c(c2)OCCCO3)CC1
 : 4	-12	-2	-4	3	0	0.4	3
35	COc1cccc(-c2nc(NC3CCCC3)c3ccccc3n2)c1O
 : -13	3	2	-21	6	-4	0.2	4
36	Cc1ccc(-c2nc(NCCCO)c3ccccc3n2)cc1
 : -6	-4	-1	-4	6	-1	.	?
37	COc1ccc([N+](=O)[O-])cc1NC(=O)C1(c2ccc(OC)c(OC)c2)CCOCC1
 : -3	.	-6	11	-3	.	.	.
38	COc1ccc(CCNC(=O)c2cc(-c3cc(C)c(C)cc3O)n[nH]2)cc1OC
 : .	0	.	-6	-3	2	.	7
39	COCC(=O)N(C)C[C@H]1Oc2cc(-c3ccc(OC)cc3)ccc2S(=O)(=O)N([C@H](C)CO)C[C@@H]1C
 : 1	-4	-3	10	-8[16.7 µM]	2	-0.1	-17
40	C[C@H](CO)N1C[C@H](C)[C@@H](CN(C)C)Oc2ncc(C#CC3CC3)cc2C1=O
 : -3	-2	-1	20	-5[16.7 µM]	-1	-0.3	-2
41	COc1ccc(Cl)cc1-n1c(=S)sc2c(=O)[nH]c(SCC(=O)NCCC(C)C)nc21
 : -7	-6	3	.	-3	0	0.0	0
42	C[C@@H]1CCCCO[C@@H](CN(C)S(C)(=O)=O)[C@H](C)CN([C@@H](C)CO)C(=O)c2cc(NC(=O)c3ccncc3)ccc2O1
 : .	-1	.	7	13[16.7 µM]	0	0.1	5
43	CCOC(=O)C(C)Sc1nc(N2CCOCC2)c2c(c1C#N)CC(C)(C)OC2 (stereo not drawn)
 : -13	-4	-2	-15	-1	1	-0.1	0
44	Cc1noc(C)c1NC(=O)N(C)C[C@H]1Oc2ccc(NC(=O)Nc3ccc(F)cc3)cc2CC(=O)N([C@@H](C)CO)C[C@@H]1C
 : -12	0	1	2	3[16.7 µM]	-1	0.1	-17
45	CO[C@@H]1CN(C)C(=O)c2cc(NS(=O)(=O)c3ccc(C)cc3)ccc2OC[C@H](C)N(C)C[C@@H]1C
 : 2	-2	1	-23	1[16.7 µM]	-1	-0.1	-2

Other records follow.
Second line of a record: RAD52 anneal inh	PglD inh	ERAP1 inh	PGC1a acetyl inh	miR-122 sensor	Cneo AK release	E-selectin induc	RAD54 branch
46	C[C@H]1CN([C@@H](C)CO)S(=O)(=O)c2ccc(-c3ccncc3)cc2O[C@@H]1CN(C)C(=O)c1cccc(F)c1
 : -1	0	-2	0	13[16.7 µM]	-15	-0.1	0
47	CCN(C(=O)COC(=O)c1c(-c2ccccc2)noc1C)c1c(N)n(Cc2ccccc2)c(=O)[nH]c1=O
 : -15	-3	1	.	0	3	.	4
48	CN(CC(=O)Nc1ccc(F)cc1)CC(=O)N1CCCCCC1
 : -10	1	1	-8	-8	0	0.4	-19
49	COCC(=O)N1CC2(CCN(Cc3ccccc3Cl)CC2)c2c([nH]c3cc(OC)ccc23)[C@H]1CO
 : 9	.	-1	-4	.	.	0.6	.
50	O=C(CN1CCN(C(=O)c2ccco2)CC1)Nc1cc(C(F)(F)F)ccc1Cl
 : .	4	.	3	-6	1	.	-7
51	CC1(C)OC2C(O1)[C@@H](CO)O[C@H]2n1cnc2c(N)ncnc21 (stereo partly drawn)
 : 1	.	-4	-2	.	.	8.3	.
52	Nc1nnc(SCc2ccccc2)n1-c1ccccc1
 : .	0	.	2	-3	-7	.	7
53	O=C(Nc1ccc(F)cc1)N1CC(=O)N2[C@@H](CO)[C@H](c3ccc(C#Cc4ccc(F)cc4)cc3)[C@@H]2C1
 : -17	.	3	9	.	.	0.3	.
54	Cc1cccc(-n2c(O)c(C=NCCCN3CCOCC3)c3ccccc3c2=O)c1
 : .	-4	.	-10	-3	-1	.	3
55	CCc1nc(C)cn1S(=O)(=O)c1ccc(Cl)c(Cl)c1Cl
 : .	-3	.	-34	0	1	.	5
56	Cc1ccc(-c2ccc(/C=N/N3C(=O)C4C5C=CC(CC5)C4C3=O)o2)c([N+](=O)[O-])c1 (stereo not drawn)
 : .	2	.	-1	-2	-3	.	-12
57	O=C(c1cnn2c(C(F)(F)F)cc(-c3ccccc3)nc12)N1CCOCC1
 : -3	-4	0	2	1	-1	.	0

Compound activity as filed in PubChem BioAssay.
